Source: PubChem BioAssay
SKKanGAS inh = S. pyogenes SKKanGAS growth inhibitors in kanamycin, primary screen, streptokinase expression inhibitor project, SKKanGAS strain, BacTiter-Glo luminescence; 6 h; inhibition, % at 7.5 µM; 1.3% of 300,000 active;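 active = mean replicate score, as percent of positive control median, at least 50; inconclusive = mean below 50 but one replicate at or above 50; inactive = mean and every replicate below 50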;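 note: strain carries kanamycin resistance gene driven by streptokinase promoter and grows in 40 µg/ml kanamycin; loss of luminescence reflects streptokinase promoter inhibition or plain growth inhibition; 0% = median of DMSO wells and 100% = positive control at its reference dose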
HDAC3 inhib = HDAC3 deacetylase inhibitors, primary screen, biochemical, fluorescence, cell-free homogeneous; 0.15% of 320,000 active; inhibition, % at 8.3 µM; AID 2718, 2010; Histone deacetylase 3 (Homo sapiens), O15379; recombinant HDAC3, fluorogenic peptide/trypsin coupled; in the data active = inhibition above about 26%, passing the limit was not always enough; inconclusive = no clear call, values can overlap the other calls
ANO1 block = TMEM16A chloride channel inhibitors, primary screen, cell-based, HTS. normalized B-score (activity score, 25-100; higher = stronger inhibition) at 10 µM. 1.2% of 310,000 active. HEK293 TMEM16A/YFP iodide influx fluorescence, ionomycin;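 active = ratio plate-corrected score three or more library SD toward inhibition, starting fluorescence score within five deviations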;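 note: score derived from kinetic fluorescence span divided by baseline fluorescence per well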
TMEM16A act = TMEM16A chloride channel activators or potentiators, primary screen, cell-based, HTS; Anoctamin-1 (Mus musculus), Q8BHY3; B-score at 10 µM; HEK293 TMEM16A/YFP-H148Q/I152L, iodide quench fluorescence; stronger effect = lower value; 0.3% of 340,000 active;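 active = fluorescence-ratio B-score plate-corrected deviation score at least 3 library SD below zero, with starting fluorescence score within 5 deviations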;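 note: channel opened by trigger with iodide after compound preincubation; score built on the fluorescence ratio of max minus min over baseline; more negative score means more quench and so TMEM16A activation or potentiation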
MrgX1 agonist = agonists of human MrgX1 receptor, primary screen, HEK293 cells, Fluo-4 calcium flux; Mas-related G-protein coupled receptor member X1 (Homo sapiens), Q96LB2; Fluo-4 calcium fluorescence, agonist mode; stronger effect = higher value; B-score at 10 µM; 0.44% of 310,000 active;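 active = calcium response B-score plate-corrected fluorescence ratio at least 3 library SD, with starting fluorescence B-score inside 5 SD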
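times = overnight plating, then 30 min 37 °C plus 30 min room-temperature dye loading | assay system = stable human MrgX1 HEK293 cell line | input = fifteen thousand cells per well | signal = kinetic calcium dye fluorescence, Fluo-4 NW | dosing = compound delivered in addition one of three | read-out = B-scored fluorescence response ratio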
RGS4 inh = RGS4 inhibitors, primary screen, cell-based, HEK293 M3R inducible RGS4, calcium flux; Fluo-4 calcium flux; stronger effect = higher value; triggered by carbachol at its EC20; B-score at 10 µM; 0.45% of 310,000 active; Regulator of G-protein signaling 4 (Homo sapiens), P49798; AID 463165, 2010;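 active = B-score, a plate-corrected calcium signal, over three deviations above library mean, with baseline fluorescence within five deviations of library mean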;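 note: RGS4 expression induced by doxycycline in cells with stable M3 receptor; B-score is computed from the integrated fluorescence ratio over baseline after carbachol; higher B-score means a larger calcium signal and so more RGS4 inhibition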
Target sequence (P49798 whole entry, looked up): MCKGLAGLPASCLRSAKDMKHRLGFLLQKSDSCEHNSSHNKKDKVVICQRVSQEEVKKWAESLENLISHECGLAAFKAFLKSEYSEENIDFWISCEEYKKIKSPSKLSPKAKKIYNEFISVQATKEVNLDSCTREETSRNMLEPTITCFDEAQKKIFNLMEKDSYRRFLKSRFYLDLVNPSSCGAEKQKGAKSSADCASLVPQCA
RGS4 pot = RGS4 potentiators or activators, primary screen, cell-based, HEK293 M3R inducible RGS4, calcium flux | carbachol calcium flux Fluo4; stronger effect = lower value | B-score at 10 µM | 0.92% of 310,000 active;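 active = B-score of the integrated calcium signal more than 4 SD below the library mean, with starting fluorescence not abnormally high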;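 note: negative B-score means reduced calcium response which marks RGS4 activation or potentiation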
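Assay system: HEK293 FlpIn-TREx cells, stable M3R, doxycycline-inducible RGS4 / Probe or stimulus: carbachol, ECmax concentration / Times: overnight RGS4 induction, 30 min dye load 37 °C, 20 min compound RT / Signal: kinetic calcium fluorescence imaging with Fluo4-AM dye, 2 µM / Measure: Agonist-evoked peak-minus-minimum fluorescence over baseline, integrated ratio, B score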
MrgX1 PAM = positive allosteric modulators of MrgX1, primary screen, HEK293 cells, Fluo-4 calcium flux. B-score at 10 µM. Mas-related G-protein coupled receptor member X1 (Homo sapiens), Q96LB2. FDSS; stronger effect = higher value. 0.63% of 310,000 active. AID 588675, 2011;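 active = plate-corrected calcium response at least 3 library SD above typical, normal starting fluorescence, not activating the receptor alone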;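 note: compound read alongside a low EC10 to EC30 dose of BAM8-22 agonist; peak minus trough fluorescence over baseline measured at the second addition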
TRPC6 inhibitor = mouse TRPC6 channel inhibitors, primary screen, cell-based, HEK293, membrane potential dye. 1.1% of 310,000 active. ACh-evoked depolarization; stronger effect = lower value. AID 2553, 2010. B-score at 10 µM. Short transient receptor potential channel 6 (Mus musculus), Q61143;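 active = B-score under library mean minus 3 SD, initial fluorescence not abnormally high, positive integrated signal ratio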;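 note: B-score derived from integrated fluorescence ratio over the kinetic read; more negative B-score means stronger inhibition of depolarization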
Target sequence (Q61143 whole entry, looked up): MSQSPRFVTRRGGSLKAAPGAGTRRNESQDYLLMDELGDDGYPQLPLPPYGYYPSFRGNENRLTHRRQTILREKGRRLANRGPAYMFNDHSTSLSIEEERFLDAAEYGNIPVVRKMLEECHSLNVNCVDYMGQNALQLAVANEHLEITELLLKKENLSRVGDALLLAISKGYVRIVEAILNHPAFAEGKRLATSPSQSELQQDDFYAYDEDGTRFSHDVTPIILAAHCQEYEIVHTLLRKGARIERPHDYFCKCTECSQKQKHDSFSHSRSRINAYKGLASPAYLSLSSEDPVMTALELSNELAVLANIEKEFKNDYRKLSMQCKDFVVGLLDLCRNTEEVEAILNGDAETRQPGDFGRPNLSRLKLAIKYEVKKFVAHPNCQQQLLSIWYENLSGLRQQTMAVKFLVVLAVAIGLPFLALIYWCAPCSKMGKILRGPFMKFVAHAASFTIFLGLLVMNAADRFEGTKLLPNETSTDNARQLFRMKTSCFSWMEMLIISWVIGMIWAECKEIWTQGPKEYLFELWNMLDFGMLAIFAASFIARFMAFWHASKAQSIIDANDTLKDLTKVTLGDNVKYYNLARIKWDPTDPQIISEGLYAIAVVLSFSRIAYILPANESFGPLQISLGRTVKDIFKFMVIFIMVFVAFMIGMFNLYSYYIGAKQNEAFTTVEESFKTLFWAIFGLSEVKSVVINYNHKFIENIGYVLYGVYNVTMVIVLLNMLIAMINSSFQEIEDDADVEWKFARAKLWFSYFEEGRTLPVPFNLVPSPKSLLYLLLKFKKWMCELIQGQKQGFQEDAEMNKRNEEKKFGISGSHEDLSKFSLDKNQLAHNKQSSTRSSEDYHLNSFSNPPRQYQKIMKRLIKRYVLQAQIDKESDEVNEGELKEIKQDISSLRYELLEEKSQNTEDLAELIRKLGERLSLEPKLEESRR
MrgX1 antag = antagonists of human MrgX1 receptor, primary screen, HEK293 cells, Fluo-4 calcium flux | Mas-related G-protein coupled receptor member X1 (Homo sapiens), Q96LB2 | BAM8-22 antagonism; stronger effect = lower value | B-score at 10 µM | 1.3% of 310,000 active | AID 588676, 2011;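 active = calcium-response B-score plate-corrected more than 3 library SD below zero, starting fluorescence within 5 deviations, no agonist response on first addition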;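 note: peak minus trough fluorescence over baseline after final BAM8-22 challenge near maximal dose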
TRPC6 act = mouse TRPC6 channel activators, primary screen, cell-based, HEK293, membrane potential dye. HEK293-TRPC6 membrane potential dye fluorescence; stronger effect = higher value. Short transient receptor potential channel 6 (Mus musculus), Q61143. 0.13% of 310,000 active. AID 2550, 2010. B-score at 10 µM;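 active = B-score of the integrated fluorescence ratio above library mean plus 3 SD, and starting fluorescence ratio within library mean plus 5 SD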;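 note: higher score means more depolarization so channel activation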
* = called active by the depositor; i = inactive; ? = inconclusive; · = no result given.

SMILES	SKKanGAS inh	HDAC3 inhib	ANO1 block	TMEM16A act	MrgX1 agonist	RGS4 inh	RGS4 pot	MrgX1 PAM	TRPC6 inhibitor	MrgX1 antag	TRPC6 act
CCN(CC)CCNC(=O)c1ccc(NC(=O)/C=C/c2cc(OC)c(OC)c(OC)c2)cc1	4	16	i	i	i	i	i	i	i	i	i
CCCCN(C)C(=O)c1cc2c(Cl)nc3ccccc3c2s1	7	-3	i	i	i	i	-8.7*	i	i	i	i
CSCC[C@H](NC(=O)Cc1c(C)c2cc3c4c(oc3cc2oc1=O)CCCC4)C(=O)O	3	2	i	i	i	i	i	i	i	i	i
NS(=O)(=O)c1ccc(NC(=O)CCCCC(=O)Nc2ccc(S(N)(=O)=O)cc2)cc1	-5	-12	i	i	i	i	i	i	i	i	i
Cc1nnc(SCC(=O)Nc2nsc(-c3ccc(Cl)cc3)n2)s1	4	-1	i	i	i	i	i	i	i	i	i
COc1ccc2cc(OC)c(C(=O)N3CCOCC3)cc2c1	-16	-15	i	i	i	i	i	i	i	i	i
Cc1cc2n(n1)C(c1c[nH]c3ccccc13)Nc1ccccc1-2 (stereo not drawn)	63*	2	i	i	i	i	i	i	i	i	i
Cc1oc(-c2ccc(Cl)cc2)nc1CS(=O)CC(=O)NCCN1CCCCCC1 (stereo not drawn)	-1	0	i	i	i	i	i	i	i	i	i
COc1ccc(C(C(=O)NC(C)(C)C)N(Cc2ccccc2)C(=O)CCC(=O)Nc2cc(C)on2)cc1 (stereo not drawn)	2	-3	i	i	i	i	i	i	i	i	i
CC1(C)OC(=O)N(Cc2ccco2)C1(C)O (stereo not drawn)	-6	4	i	i	i	i	i	i	i	i	i
COc1ccc(-c2nn(-c3ccccc3C)cc2CNCc2cccnc2)cc1F	14	0	i	i	i	i	i	i	i	i	i
O=C(c1cc(COc2ccc3ncccc3c2)on1)N1CCCCCC1	1	4	i	i	i	i	i	i	i	i	i
CC(=O)Nc1ccc(C(=O)OCc2ccc(F)cc2)cc1	-7	1	i	i	i	i	i	i	i	i	i
COc1ccccc1C(=O)NNC(=S)NC(=O)c1cccs1	104*	12	i	i	80*	i	i	i	i	i	i
C#Cc1ccc([C@H]2C=C(C(=O)N3CCN(Cc4ccc5c(c4)OCO5)CC3)O[C@@H](OCc3ccc(CO)cc3)C2)cc1	30	4	i	i	i	i	i	i	i	i	i
Cc1ccc(C(=O)NNC(=O)C2CCN(S(=O)(=O)c3ccc(Cl)cc3)CC2)cc1	3	10	i	i	i	i	i	i	i	i	i
CC1=[N+]([O-])C(C)(C)CC(C)(C)c2ccccc21	3	3	i	i	i	i	i	i	i	i	i
C/C(=N\Oc1cccc(F)n1)c1ccc(Cl)cc1Cl	2	-5	i	i	i	i	i	i	i	i	i
O=C(NCCN1CCOCC1)c1cc(-c2ccccc2Cl)nc2ccccc12	19	8	i	i	i	i	i	i	i	i	i
COc1cc(/C=N/n2c(-c3cc(C)[nH]n3)n[nH]c2=S)cc(OC)c1OC	5	1	i	i	i	i	i	i	i	i	i
Cc1ccccc1/C(N)=N/O	7	0	i	i	i	i	i	i	i	i	i
Cc1cc(C(=O)NCCCc2ccccc2)no1	-4	-1	i	i	i	i	i	i	i	i	i
COc1cc(NC(=O)[C@H]2CSCN2C(=O)[C@@H]2CCC(=O)N2)cc(OC)c1OC	3	-2	i	i	i	i	i	i	i	i	i
O=c1[nH]c(SCc2ccccc2Cl)nc2c1CCCC2	5	0	i	i	i	i	i	i	i	i	i
Cc1ccccc1-n1c(=O)n(Cc2ccccc2)c(=O)c2[nH]cnc21	-3	-18	i	i	i	i	i	i	i	i	i
CCN(C(=O)CSc1nnc(NCc2ccccc2)s1)C1CCS(=O)(=O)C1 (stereo not drawn)	-21	6	i	i	i	i	i	i	i	i	i
Cc1onc(-c2ccccc2)c1C(=O)NCc1cccnc1	-1	-9	i	i	i	i	i	i	i	i	i
Cc1cc(C)nc(NS(=O)(=O)c2ccc(NC(=O)Cn3c(=O)oc4ccccc43)cc2)n1	0	0	i	i	i	i	i	i	i	i	i
COCCCN1C(=O)C(=O)/C(=C(/O)c2ccc(S(=O)(=O)N3CCOCC3)cc2)C1c1ccc(F)cc1 (stereo not drawn)	-6	7	i	i	i	i	i	i	i	i	i
N#CCCN(C1CCCCC1)S(=O)(=O)c1cccc2nsnc12	-6	5	i	i	i	i	i	i	i	i	i
O=C(NCC1COc2ccccc2O1)c1ccc(Br)s1 (stereo not drawn)	0	-7	i	i	i	i	i	i	i	i	i
CC1CCN(C(=O)CSC2=NS(=O)(=O)c3cc(F)ccc3N2)CC1	-3	-1	i	i	i	i	i	i	i	i	i
S=C(NCc1ccccc1)NNc1ccccc1	-1	1	i	i	i	i	i	i	i	i	i
OC1(c2cccc(C(F)(F)F)c2)CCN(Cc2nnnn2Cc2ccccc2)CC1	3	13	i	i	i	i	i	i	i	i	i
Cc1ccc2nc(SCC(=O)Nc3ccc(C)c(Cl)c3)nc(=O)n2c1	6	1	i	i	i	i	i	i	i	i	i
COc1nc(-c2ccccc2)nnc1-c1ccccc1	-14	·	·	i	·	i	i	·	i	·	i
COc1ccccc1N1C(=O)Cc2ccccc2C1=O	0	1	i	i	i	i	i	i	i	i	i
CCN1CCN(c2ccc(NC(=O)c3cc(OC)c(OC)c(OC)c3)cc2)CC1	-1	8	i	i	i	i	i	i	i	i	i
CC(=O)O[C@H]1C[C@@]2(O)[C@@H](OC(=O)c3ccccc3)C3[C@@](C)([C@@H](O)C[C@H]4OC[C@@]34OC(C)=O)[C@@H](O)[C@H](OC(C)=O)C(=C1C)C2(C)C (stereo partly drawn)	0	3	i	i	i	i	i	i	i	i	i
O=C1c2ccccc2N2C(=O)c3ccccc3C2N1O (stereo not drawn)	11	-2	i	i	i	i	i	i	i	i	i
CC1=NN(c2ccc(Cl)cc2)C(=O)C1	1	-10	i	i	i	i	i	i	i	i	i
COc1ccc(CNC(=O)c2cc(SC)ccc2Cl)cc1OC	1	-1	i	i	i	i	i	i	i	i	i
CC(=O)Nc1nnc(SCc2ccc(F)cc2)s1	3	1	i	i	i	i	i	i	i	i	i
CN(C)S(=O)(=O)c1cccc(NC(=O)c2cccc(S(=O)(=O)N3CCCCC3)c2)c1	34	?	i	i	i	i	i	i	i	i	i
CN(C)/C=C(\C#N)C(N)=C(C#N)C#N	-6	12	i	i	i	i	i	i	i	i	i
CCCOC(=O)c1c(NC(=O)/C=C/c2cnn(C)c2C)sc(C(=O)OCC)c1C	-5	2	i	i	i	i	i	i	i	-4.6*	i
COC(=O)CNC(c1ccccc1)c1cc(Cl)ccc1NC(=O)c1cccc(Cl)c1 (stereo not drawn)	26	-1	i	i	i	i	i	i	i	i	i
Cc1cc([N+](=O)[O-])cc2ncccc12	5	1	i	i	i	i	i	i	i	i	i
C/C(=N/NC(=O)c1sc(NS(=O)(=O)c2ccccc2)nc1C)c1ccc(F)cc1	8	4	i	i	i	i	i	i	i	i	i
Cc1ccccc1C(=O)NNC1CC(=O)N(c2ccc3c(c2)OCCO3)C1=O (stereo not drawn)	2	0	i	i	i	i	i	i	i	i	i
Cc1ccccc1Cn1c(=O)sc2ccccc2c1=O	-16	-1	i	i	i	i	i	i	i	i	i
Cc1cccc(-n2c(SCc3cc(=O)n4c(C)cccc4n3)nc3[nH]ncc3c2=O)c1	2	-6	i	·	i	i	i	i	i	i	i
CCN(CC(=O)Nc1ccc(C)c(S(=O)(=O)N2CCOCC2)c1)Cc1ccccc1	-2	0	i	i	i	i	i	i	i	i	i
Cn1c(SCC(=O)c2cccs2)nnc1-c1ccco1	7	2	i	i	i	i	i	i	i	i	i
COc1ccc(OCC(=O)Nc2ccc(Cl)cc2)cc1	6	0	i	i	i	i	i	i	i	-5*	i
COC(=O)c1cccc(NC(=O)c2cccc([N+](=O)[O-])c2)c1	-5	?	i	i	i	i	i	i	i	i	i
O=C(C1CCCN(S(=O)(=O)Cc2ccccc2)C1)N1CCC(Cc2ccccc2)CC1 (stereo not drawn)	-9	1	i	i	i	i	i	i	i	i	i
O=C(O)c1cccnc1SC1CC(=O)N(c2cccc3ccccc23)C1=O (stereo not drawn)	4	2	i	·	i	i	i	i	i	i	i
COc1cc(C(O)P(=O)(OCC(C)C)c2ccc(N(C)C)cc2)cc(OC)c1OC (stereo not drawn)	-1	1	i	i	i	i	i	i	i	i	i
CC(=O)c1sc(=S)n(-c2ccc(Cl)cc2)c1C	1	0	i	i	i	i	i	i	i	i	i
Remaining list, next part.
SMILES	SKKanGAS inh	HDAC3 inhib	ANO1 block	TMEM16A act	MrgX1 agonist	RGS4 inh	RGS4 pot	MrgX1 PAM	TRPC6 inhibitor	MrgX1 antag	TRPC6 act
Cc1ccc(/C=C2\SC(=S)N(CCCC(=O)Nc3ccccn3)C2=O)cc1	0	-7	i	i	i	i	i	i	i	i	i
Cc1cc([N+](=O)[O-])nn1CCCC(=O)Nc1cc(Oc2ccccc2)cc([N+](=O)[O-])c1	8	8	i	i	i	i	i	i	i	i	i
Cc1ccccc1OCCCCn1c(CO)nc2ccccc21	-4	7	i	i	i	i	i	i	i	i	i
CCCc1[nH]c2ccc(C#N)cc2c1CCC	39	17	i	i	i	i	i	i	i	i	i
O=C(NC1CC1)C1=C[C@H](c2ccc3c(c2)OCO3)C[C@H](OCc2ccc(CO)cc2)O1	-3	-3	i	i	i	i	i	i	i	i	i
O=C(c1ccc(OC2CCN(CCc3ccccc3)CC2)cc1)N1CCC(CO)CC1	-2	3	i	i	i	i	i	i	i	i	i
COc1ccc(N(CC(=O)Nc2ccc3c(c2)OCO3)S(=O)(=O)c2ccccc2)cc1	-7	4	i	i	i	i	i	i	i	i	i
COc1ccc(C(=O)CSc2nnc(CN3CCCCC3)n2-c2ccc(F)cc2)cc1OC	3	-6	i	i	i	i	i	i	i	i	i
